# ERAP1 inh: human ERAP1 aminopeptidase inhibitors, primary screen, biochemical, single point, plate reader | Endoplasmic reticulum aminopeptidase 1 (Homo sapiens), Q9NZ08 | recombinant ERAP1, Leu-AMC fluorescence, 60 min | inhibition, % at 10.7 µM | 340,000 compounds, 0.15% hits | AID 652197, 2013;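 active = mean replicate inhibition of at least 30%, or all replicates individually reaching that 30% level; inactive = mean below 30% and not every replicate reaching it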;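 also: 0% = neutral control wells and 100% = L-leucinethiol positive control wells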
# RAD52 anneal inh: RAD52 DNA annealing inhibitors, primary screen, biochemical, FRET, single point, set 2 | DNA repair protein RAD52 homolog (Homo sapiens), P43351 | recombinant RAD52 DNA annealing, FRET fluorescence | inhibition, % at 18.7 µM | 360,000 compounds, 0.46% hits;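 active = every replicate showing at least 50% inhibition; inconclusive = mean inhibition at least 50% but not in every replicate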
# Target sequence (P43351 whole entry, looked up): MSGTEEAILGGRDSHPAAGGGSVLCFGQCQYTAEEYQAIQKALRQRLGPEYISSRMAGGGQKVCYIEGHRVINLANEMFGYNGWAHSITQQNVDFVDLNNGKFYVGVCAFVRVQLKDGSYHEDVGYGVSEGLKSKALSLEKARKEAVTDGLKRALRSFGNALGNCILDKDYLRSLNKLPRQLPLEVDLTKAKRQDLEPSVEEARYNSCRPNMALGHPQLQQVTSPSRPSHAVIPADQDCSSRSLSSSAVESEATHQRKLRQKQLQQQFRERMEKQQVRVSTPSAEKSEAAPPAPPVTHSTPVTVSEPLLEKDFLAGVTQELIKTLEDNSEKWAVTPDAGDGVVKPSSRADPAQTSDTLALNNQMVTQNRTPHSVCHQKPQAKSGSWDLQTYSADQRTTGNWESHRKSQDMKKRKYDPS
# E-selectin induc: E-selectin induction in HUVECs, primary screen, imaging, HUVEC, immunofluorescence imaging, single point; activation, % at 7.58 µM; 260,000 compounds, 0.37% hits; AID 686992, 2013; P16581; normalized: neutral wells 0, TNF-alpha wells 100;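 active = mean E-selectin-positive cell signal at least 10% of the positive control, reached in at least 60% of replicates, without over 20% cell loss; inconclusive = no rule given, readout overlaps actives, possibly toxicity-flagged; inactive = the rest, including those meeting only one limit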;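 also: in these data hits start at about 27%; measured in HUVEC primary endothelial cells; signal is the percent of cells scored E-selectin positive by PE staining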
# Target sequence (P16581 whole entry, looked up): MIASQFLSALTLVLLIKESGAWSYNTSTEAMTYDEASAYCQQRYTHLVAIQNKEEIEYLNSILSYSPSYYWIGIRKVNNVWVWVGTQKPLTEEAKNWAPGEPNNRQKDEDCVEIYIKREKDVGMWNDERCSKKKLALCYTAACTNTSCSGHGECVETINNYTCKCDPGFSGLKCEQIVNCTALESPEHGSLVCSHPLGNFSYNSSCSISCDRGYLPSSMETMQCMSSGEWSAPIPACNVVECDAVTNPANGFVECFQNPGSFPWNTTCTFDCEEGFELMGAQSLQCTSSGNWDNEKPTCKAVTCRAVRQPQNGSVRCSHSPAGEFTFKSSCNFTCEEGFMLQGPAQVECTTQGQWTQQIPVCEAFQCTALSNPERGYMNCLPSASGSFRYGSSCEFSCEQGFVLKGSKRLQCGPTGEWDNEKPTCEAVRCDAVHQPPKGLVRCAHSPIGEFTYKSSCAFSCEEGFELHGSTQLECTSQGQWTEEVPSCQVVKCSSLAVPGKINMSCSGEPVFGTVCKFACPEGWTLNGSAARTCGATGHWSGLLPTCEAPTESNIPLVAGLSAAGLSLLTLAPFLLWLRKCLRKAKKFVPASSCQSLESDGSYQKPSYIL
#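 System: HUVEC / Compound: single concentration / Signal: immunofluorescence imaging / Read-out: percent E-selectin-positive cells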
# esBAF inh: Bmi1 luciferase reporter increase in mESCs, primary screen, esBAF inhibitor project, mouse ES cells, Bmi1 luciferase knock-in, single point; reporter increase, % at 12.5 µM; 350,000 compounds, 2% hits; AID 602393, 2012; 24 h; 100% = twice the neutral-well signal; in the data active = activation above about 40%; inconclusive = no clear call, values can overlap the other calls;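 also: 0% = median of the plate's neutral control wells and 100% = double that signal; a rise in the Bmi1 reporter signal indicates esBAF inhibition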
# ERp5 inh: inhibitors of ERp5-driven insulin aggregation, primary screen, biochemical, turbidity, absorbance 650 nm, single point; Protein disulfide-isomerase A6 (Homo sapiens), Q15084; 90 min; inhibition, % at 9.99 µM; 350,000 compounds, 0.05% hits;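 active = mean replicate inhibition above about 25%, with every replicate also reaching it, limit read from the data, passing the limit was not always enough; inconclusive = only one of those two criteria met; inactive = neither criterion met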
# XiGFP reactiv: activators of inactive X chromosome reactivation, primary screen, imaging, XiGFP fibroblasts, GFP high-content imaging, set 2; 360,000 compounds, 0.055% hits; activation, % at 7.58 µM; XiGFP mouse fibroblasts, % GFP-positive cells imaging, 3 d; cells co-treated with 5-aza-dC sensitizer; scaled so ellipticine positive control = 100%; AID 743238, 2013;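 active = mean normalized replicate activation at least 10% and every replicate at or above 10%; inconclusive = only one of the two criteria met; inactive = mean below 10% and not all replicates reach 10%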;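 also: 0% = median of on-plate neutral control wells and 100% = ellipticine 6 µM median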
#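 Material: XiGFP fibroblasts, SV40-immortalized. Buffer or medium: DMEM plus 5-aza-dC sensitizer. Compound: single concentration per compound, delivered by pin transfer. Times: 3 days compound exposure. Controls: ellipticine 6 µM.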
# S100A4 MyoIIA: inhibitors of S100A4-myosin IIA peptide binding, primary screen, biochemical, fluorescence polarization, TAMRA-MyoIIA peptide; Protein S100-A4 (Homo sapiens), P26447; inhibition, % at 10.7 µM; 360,000 compounds, 0.14% hits; AID 652163, 2013;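 active = mean inhibition of at least 70% across replicates, with every replicate also reaching that level; inconclusive = mean inhibition reaches 70% but some replicates fall short; inactive = mean inhibition below 70%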
#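 Material: S100A4 monomer (human). Medium: Calcium-containing HEPES buffer, pH 7.2. Probe or stimulus: labelled myosin peptide probe, 5 nM. Compound dosing: one concentration per compound. Timing: polarization read 5 min after assay mix addition, stable 5–60 min. Benchmarks: DMSO as neutral control, TFP as positive control.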
# RAD54 branch: inhibitors of human RAD54 branch migration, primary screen, biochemical, fluorescence, single point. DNA repair and recombination protein RAD54-like (Homo sapiens), Q92698. RAD54 Holliday junction branch migration, FAM/BHQ fluorescence. inhibition, % at 10.4 µM. 360,000 compounds, 0.14% hits;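 active = mean normalized replicate activity at least 40 and at least half of replicates scoring 40 or more; inconclusive = only one of the two criteria met; inactive = mean below 40 and under half of replicates reaching 40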;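 also: 0% = median of neutral control wells and 100% = median of positive control wells; inhibitors cause a drop in the FAM fluorescence signal; in these data hits start at about 50%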
# Starred values were filed as active, the others as inactive; ? = inconclusive; / = no result given; & = joins results of further samples.
(1) CCNC(=O)C[C@H]1CC[C@H]2[C@@H](COc3ccc(NS(=O)(=O)c4ccccc4C)cc3C(=O)N2C)O1
(2) CC(C)NC(=O)N[C@@H]1C=C[C@@H](CC(=O)NCCCN(C)C)O[C@@H]1CO
(3) Cc1ccccc1N=C1NC(=O)/C(=C/c2cccn2C)S1
(4) S=c1nc(-c2ccccc2)[nH]c2ccc(Br)cc12
(5) C(=C\c1ccc2ccccc2n1)/c1ccccc1
(6) Cc1noc(/C=C/N(C)C)c1S(=O)(=O)N1CCN(c2ccccc2)CC1
(7) CC1(C(=O)NS(=O)(=O)c2cccc(Cl)c2)CCN1C(=O)C1(c2ccc(Cl)cc2)CCC1 (configuration not stated)
(8) CCN1C(=O)[C@H]2[C@@H](c3ccc(SC4CCCCC4)c(OC)c3)N3CCCC[C@@]3(C(=O)OC)[C@H]2C1=O
(9) Cc1ccc(CNC(=O)c2ccc(Cn3nc(C)cc3C)o2)cc1
(10) C[C@@H]1CN([C@H](C)CO)C(=O)c2cc(-c3cncnc3)cnc2O[C@H]1CN(C)C(=O)Nc1ccc2c(c1)OCO2

assay / entry	1	2	3	4	5	6	7	8	9	10
ERAP1 inh	1	-1	1	/	-2	6	9	0	-6	0
RAD52 anneal inh	1	5	-30	-7	6	-30	11	-14	-4	-4
E-selectin induc	-0.1	0.0	/	/	0.4	-0.1	0.0	-0.1	/	-0.2
esBAF inh	-8	-1	/	16	-53	1	1	-6	2	-2
ERp5 inh	18	2	6	-1	4	3	5	3	4	-6
XiGFP reactiv	0.1	0.0	0.1	0.2	0.3	-0.1	0.0	0.6	-0.1	-0.3
S100A4 MyoIIA	-9	-6	-9	5	-10	-1	-16	0	-8	-15
RAD54 branch	-3	-5	/	/	5	0	4	3	-1	9

(11) COCC(=O)N1C[C@@H](C)[C@@H](OC)CN(C)C(=O)c2ccc(NC(=O)c3cc(C)on3)cc2OC[C@H]1C
(12) Cc1c(=O)n(OCc2ccc(Cl)cc2)c2ccccc2[n+]1[O-]
(13) COc1ccccc1-c1cccc([C@@H]2C[C@H]3[C@H](CON3C)CN2C(=O)C(C)(C)C)c1
(14) COc1ccccc1CNC(=O)c1ccccc1NC(=O)C1=C(C)OCCS1
(15) CCCCn1c(N)c(N(CCC(C)C)C(=O)COC(=O)c2ccc3ccccc3c2)c(=O)[nH]c1=O
(16) Brc1ccc(OCc2nnc(SCC3CCCCC3)o2)cc1
(17) CNC(=O)C[C@H]1CC[C@H]2[C@@H](COc3ccc(NC(=O)c4cc(C)on4)cc3C(=O)N2C)O1
(18) Cc1ccc(S(=O)(=O)N2CC(O)CC2C(=O)O)cc1 (configuration not stated)
(19) C=CCNC(=O)[C@H]1[C@@H]2C(=O)O[C@@H](c3ccccc3)[C@@H](c3ccccc3)N2[C@@H](c2ccc(O)cc2)[C@]12C(=O)Nc1ccc(C#CCCO)cc12
(20) Cn1c(-c2ccccc2)cc(=O)cc1-c1ccccc1

assay / entry	11	12	13	14	15	16	17	18	19	20
ERAP1 inh	0	-5	0	2	-4	-3	/	0	-1	-3
RAD52 anneal inh	-22	-33	2	-11	0	-15	/	-12	4	5
E-selectin induc	0.1	/	-0.5	/	0.6	0.4	-0.1	0.6	/	0.9
esBAF inh	-1	/	-1	0	5	/	-1	2	/	/
ERp5 inh	-2	-2	-5	0	-3	6	/	5	-14	3
XiGFP reactiv	-0.3	0.1	0.0	0.1	0.1	0.1	0.0	0.1	/	0.7
S100A4 MyoIIA	0	-12	2	-3	0	2	/	-2	6	-5
RAD54 branch	-4	/	-5	7	5	-3	-2	-7	6	-2

(21) Cc1ccc(OCCCC(=O)N(C)CC(=O)Nc2ccccc2Cl)cc1
(22) C[C@H]1CN([C@@H](C)CO)C(=O)c2cc(NC(=O)CCCN(C)C)ccc2O[C@@H]1CN(C)S(=O)(=O)c1cn(C)cn1
(23) CO[C@@H]1CC[C@@H]2CCN(C)C(=O)[C@H](C)N(C)C(=O)c3cccc(C#N)c3OC[C@@H]1O2
(24) C[C@@H]1CN([C@H](C)CO)C(=O)c2cc(NC(=O)CCC(F)(F)F)ccc2O[C@@H](C)CCCCO[C@H]1CN(C)S(=O)(=O)c1cccs1
(25) O=C(CCl)NCCCCCCCCCNC(=O)CCl
(26) COc1ccc(CCC(=O)NNC(=O)Nc2cccc(Cl)c2)cc1
(27) COc1ccc(S(=O)(=O)N(C)C[C@H]2Oc3c(NC(=O)c4cc(C)nn4C)cccc3C(=O)N([C@@H](C)CO)C[C@H]2C)cc1
(28) Cc1ccc(-c2ccc([C@@H]3[C@@H](CO)N4C(=O)CN(C(=O)c5ccccc5)C[C@H]34)cc2)cc1
(29) O=C(Nc1ccc(F)cc1)N1CC(=O)N2[C@@H](CO)[C@H](c3ccc(-c4cccc(F)c4)cc3)[C@@H]2C1
(30) O=C(C[C@@H]1CC[C@@H](NC(=O)Nc2ccc(C(F)(F)F)cc2)[C@@H](CO)O1)NCc1cccc(F)c1

assay / entry	21	22	23	24	25	26	27	28	29	30
ERAP1 inh	5	1	-2	2	-2	-2	4	0	1	-3
RAD52 anneal inh	-1	2	-4	-34	1	-6	4	-30	23	13
E-selectin induc	/	-3.0	0.0	-0.1	3.0	/	-0.2	0.0	0.0	0.8
esBAF inh	-8	2	-1	2	/	-8	-5	/	/	2
ERp5 inh	2	0	1	0	1	-5	0	5	-7	2
XiGFP reactiv	0.0	-0.1	0.4	0.1	0.0	0.1	-0.7	0.1	0.0	0.4
S100A4 MyoIIA	6	-6	0	30	4	-1	10	12	0	10
RAD54 branch	10	2	0	-6	/	-4	-6	/	/	3

# Quoted at random: 4 entries already listed, in no set order.
(24) C[C@@H]1CN([C@H](C)CO)C(=O)c2cc(NC(=O)CCC(F)(F)F)ccc2O[C@@H](C)CCCCO[C@H]1CN(C)S(=O)(=O)c1cccs1
(26) COc1ccc(CCC(=O)NNC(=O)Nc2cccc(Cl)c2)cc1
(21) Cc1ccc(OCCCC(=O)N(C)CC(=O)Nc2ccccc2Cl)cc1
(25) O=C(CCl)NCCCCCCCCCNC(=O)CCl

assay / entry	24	26	21	25
ERAP1 inh	2	-2	5	-2
RAD52 anneal inh	-34	-6	-1	1
E-selectin induc	-0.1	/	/	3.0
esBAF inh	2	-8	-8	/
ERp5 inh	0	-5	2	1
XiGFP reactiv	0.1	0.1	0.0	0.0
S100A4 MyoIIA	30	-1	6	4
RAD54 branch	-6	-4	10	/

# (listing goes on)
(31) Cc1cccc(-n2ncc3c(=O)[nH]c(SCC(=O)N4CC(=O)Nc5ccccc54)nc32)c1
(32) COc1ccc(OCc2cc(C(=O)N(C)C3CCOCC3)no2)c2ccccc12
(33) O=C(CNCc1ccco1)Nc1cc(S(=O)(=O)N2CCOCC2)ccc1N1CCOCC1
(34) COc1ccc(-c2cc(C(F)(F)F)nc(S(=O)(=O)CCCC(=O)Nc3cccc(O)c3)n2)cc1OC
(35) CN(C)CCSc1nc(-c2ccccc2)nc2c1CCCC2
(36) COc1ccc(NC(=O)Nc2cccc3c2O[C@@H](CN(C)C(=O)Nc2ccccc2)[C@H](C)CN([C@@H](C)CO)C3=O)cc1
(37) Cc1ccc(S(=O)(=O)NCc2cccc([N+](=O)[O-])c2)cc1
(38) O=C(C1CCOCC1)N1C[C@@H]2[C@H](c3ccccc31)[C@@H](CO)N2Cc1ccccc1Cl
(39) Cc1cccc(N2CCN(C(=O)c3csc4ccccc34)CC2C)c1 (configuration not stated)
(40) COc1ccc(C(=O)Nc2nc3ccccc3s2)cc1OC

assay / entry	31	32	33	34	35	36	37	38	39	40
ERAP1 inh	0	-1	-1	19	-4	0	-2	5	/	-1
RAD52 anneal inh	-14	-8	-8	0	-5	-1	-11	-13	/	-11
E-selectin induc	-0.5	/	-0.4	/	/	0.1	-0.6	-0.5	0.0	/
esBAF inh	-12	38	-6	/	/	1	/	-2	-8	78*
ERp5 inh	-3	-4	0	4	-4	3	2	-6	/	4
XiGFP reactiv	0.7	0.0	-0.1	0.4	0.3	0.0	0.0	0.4	-0.1	0.0
S100A4 MyoIIA	2	6	2	5	1	-1	8	3	/	-1
RAD54 branch	0	4	3	12	-3	-1	5	0	3	10

(41) COc1cc(C(=O)N2CCCC(c3cc(C(=O)NCc4ccc(F)cc4)no3)C2)cc(OC)c1C (configuration not stated)
(42) CCOC(=O)C1=NNC2(c3ccccc3)C(=O)N(c3cccc(Br)c3)C(=O)C12 (configuration not stated)
(43) Cc1noc(C)c1S(=O)(=O)N(C)C[C@@H]1Oc2ccc(NC(=O)Nc3ccc(F)cc3)cc2CC(=O)N([C@H](C)CO)C[C@H]1C
(44) CC(C)(C)NC(=O)CCN(/N=C/c1ccccc1O)C1=NS(=O)(=O)c2ccccc21
(45) COc1ccc(-c2coc3c(C(=O)NCC(C)C)cccc23)c(C)c1
(46) NS(=O)(=O)c1ccc(NC(=O)c2cc(=O)c3ccccc3o2)cc1
(47) COc1ccccc1-c1cccc(-c2nc(C(=O)Nc3nccs3)cc3c2[C@@H](CCO)N(C(=O)CC2CC2)C3)c1
(48) COc1ccc2[nH]c(C(=O)N/N=C/c3ccc(OC)c(O)c3)cc2c1
(49) C/C=C/c1ccc([C@@H]2[C@H](CO)N3CCCCN(C(=O)Nc4ccc(F)cc4)C[C@@H]23)cc1
(50) O=C(OCc1ccccc1)N1CCC2CC1c1cc(-c3ccc(F)cc3)ccc12 (configuration not stated)
(51) Cc1ccc(OCCC(=O)Nc2ccc3c(c2)OCCCO3)cc1
(52) C[C@@H]1CN([C@H](C)CO)C(=O)c2cc(NS(=O)(=O)c3cccs3)ccc2O[C@@H](C)CCCCO[C@@H]1CN(C)Cc1ccncc1

assay / entry	41	42	43	44	45	46	47	48	49	50	51	52
ERAP1 inh	7	5	4	-18	-3	2	45*	1	2	5	2	0
RAD52 anneal inh	-3	-2	4	-15	3	-7	-10	-1	30	-10	-2	-4
E-selectin induc	-0.3	/	45*	-0.2	-0.1	/	-0.2	24	0.5	-0.1	-0.4	-0.1
esBAF inh	0	/	-6	7	6	5	/	/	0	9	16	-4
ERp5 inh	-14	2	1	1	6	-2	1	1	-4	4	-2	3
XiGFP reactiv	0.0	0.0	-0.1	0.0	0.0	0.0	0.0&0.0	0.3	0.3	0.3	0.2	0.1
S100A4 MyoIIA	0	-1	7	0	1	15	?	-9	-6	-6	0	1
RAD54 branch	0	/	7	-4	-1	21	/	/	-2	-12	/	3

# Source: PubChem BioAssay (Broad Institute)
